NS5 inhibitors: flavivirus cap methylation enzyme inhibition – biochemical, confirmation dose response, primary screen (AID 588689) | Dengue-2 NS5 methyltransferase capping enzyme assay, biochemical; higher % means a stronger effect | one-dose inhibition, % at 25 µM; IC50 in µM for titrated hits | 0.3% of 340,000 active; in the data active means a potency from the dose series; inconclusive means inhibition above about 29% without an active follow-up result
Myeloid diff MLP: promotes myeloid progenitor differentiation | 1% of 360,000 active | calls only at 10 µM | ER-HoxA9 myeloid progenitors, lysozyme-GFP differentiation, flow cytometry | AID 624256;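 active means normalized GFP-positive differentiation at or above the plate's own cutoff, the solvent-only control mean plus 3 SD; inconclusive means no clear call, values can overlap the other calls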;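 further: cells exposed to compound for four days before flow analysis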
LYP inhibition: inhibitors of LYP phosphatase, biochemical, fluorescence intensity, uHTS (AID 1779) | recombinant LYP phosphatase, fluorescence intensity; higher % means a stronger effect | inhibition, % at 11.5 µM, or IC50 in µM where a hit was titrated | 0.054% of 290,000 active;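 further: plate controls were vehicle with enzyme for no effect and no enzyme for full effect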
Hep lipid drop: hepatic lipid droplet formation modulation; 0.4% of 240,000 active; inhibition, % at 6.5 µM; AML12 mouse hepatocytes, oleate lipid droplets, BODIPY imaging;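 active means lipid droplet intensity inhibited by at least 50%, with more than 500 cells counted; inconclusive means wells with under 300 cells, treated as cytotoxic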
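Material – AML12 mouse liver cells · Also added – oleate loading, 100 µM · Compound dosing – 6.5 µM single-point dosing · Times – overnight treatment with compound plus oleate · Measured by – fluorescence imaging, 20x objective, two fields per well · Read-out – percent inhibition of filter-corrected integrated lipid droplet intensity per well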
HEK293 NOD2/NF-kB: NOD2 signaling inhibitors, cell-based, luminescence, uHTS, HEK293 (AID 1566). 0.63% of 290,000 active. one-dose inhibition, % at 4 µM; EC50 in µM for titrated hits. HEK293 NOD2/NF-kB luciferase reporter, luminescence; higher % means a stronger effect; further: many of its hits are not listed in these tables
HIV fusion peptide: inhibitors of HIV fusion peptide binding, primary screen, biochemical, uHTS, fluorescence dequenching (AID 1986); cell-free peptide binding, fluorescence dequenching, 30 min; higher % means a stronger effect; inhibition, % at 20 µM; hits with a dose series show IC50 in µM; 0.3% of 290,000 active; in the data active means inhibition mostly above about 52%, no sharp cut-off; inactive means mostly below about 76%; further: some results filed as inactive read as strong as hits
SIAH1 antagonists: Siah-1 peptide-binding antagonists, primary screen, biochemical, fluorescence polarization, rhodamine-plectin, uHTS (AID 1817) | one-dose displacement, % at 20 µM; IC50 in µM for titrated hits | Siah-1 / rhodamine-plectin peptide fluorescence polarization; higher % means a stronger effect | 0.02% of 290,000 active;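 active means displacement of at least 50% at 20 µM, with a fluorescence ratio check between 0.3 and a set limit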;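 further: plate controls were Siah plus tracer with DMSO for no effect and tracer alone without Siah for full effect; strong numbers were not always called active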
AID2073: inhibitors of Mint1-CaV2.2 protein interaction, biochemical, HTRF (AID 2073). HTRF protein-protein interaction, Mint1-CaV2.2; higher % means a stronger effect. inhibition, % at 20 µM, or IC50 in µM where a hit was titrated. 0.19% of 290,000 active; in the data active means inhibition mostly above about 51%, no sharp cut-off; inconclusive means no clear call, values can overlap the other calls; inactive means mostly below about 53%; further: some results filed as inactive read as strong as hits
XIAP antagonists: XIAP antagonists, biochemical, IAP family, fluorescence polarization (AID 1018); 0.007% of 200,000 active; XIAP BIR domain, fluorescence polarization peptide displacement; higher % means a stronger effect; one-dose displacement, % at 20 µM; IC50 in µM for titrated hits; in the data active means displacement above about 50%; further: a part of the inactive calls stands beside numbers as strong as those of hits
Hep lipid drop cells 6.5 µM: second read-out of Hep lipid drop, no call of its own (marks repeat the call); cell count; measured here: cell count, cytotoxicity flag;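 cells counted across two imaged fields per well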
NS5 inhibitors pilot replicate: further read-out of NS5 inhibitors, marked with its call; inhibition, %; measured here: pilot screen replicate inhibition
Myeloid diff MLP GFP+ MAC1+ %: further read-out of Myeloid diff MLP, marked with its call; GFP+ MAC1+ double positive, %; measured here: differentiation confirmed by MAC1 staining
* = called active by the depositor; i = inactive; ? = inconclusive; · = no result given; + = active, no number. Unless noted, no stated cut-off is given here; in the data, active means inhibition above about 50%; inactive means the rest.

SMILES | NS5 inhibitors | Myeloid diff MLP | Myeloid diff MLP GFP+ MAC1+ % | LYP inhibition | Hep lipid drop | Hep lipid drop cells 6.5 µM | HEK293 NOD2/NF-kB | HIV fusion peptide | SIAH1 antagonists | AID2073 | XIAP antagonists | others
C=CCn1c(-c2oc3nc(-c4ccccc4)cc(-c4ccccc4)c3c2N)n[nH]c1=S | 13% | i | 0.4 | -2% | -16 | 709 | 22% | 13% | -13% | -5% | -3.1%
O=C(O)CCNC(=O)COc1ccc2c3c(c(=O)oc2c1)CCCC3 | -3% | i | 1.1 | -9% | 0 | 871 | -1% | -0.5% | 11% | 4% | ·
Cc1ccc(CNC(=O)Nc2ccccc2)n1C | -6% | i | 0.5 | -5% | 37 | 739 | -1% | -0.6% | 3% | 0% | ·
CCCCN(Cc1ccccc1)S(=O)(=O)c1ccc2c(c1)n(C)c(=O)c(=O)n2C | 2% | i | 0.1 | 1% | -60 | 732 | -76% | -1.9% | -5% | 9% | ·
COc1ccc(C2/C(=C(/O)c3ccccc3)C(=O)C(=O)N2c2ccccn2)cc1OC (centres undefined) | · | i | 0.4 | -5% | -4 | 624 | 12% | -1.0% | 3% | -5% | -6.6%
O=C(Cn1cnc(S(=O)(=O)N2CCCC2)c1)Nc1ccccc1 | -5% | i | 1.5 | -11% | -4 | 733 | -14% | -1.5% | -5% | 10% | ·
Cc1nc2nc(-c3ccccc3)cn2nc1C | -1% | i | 2.3 | -6% | -1 | 657 | -66% | 1.0% | 4% | 35% | -6.3%
Cc1ccc(Nc2nc(-c3c(C)nc4ccccn34)cs2)cc1 | 1% | · | · | -3% | · | · | -40% | -1.1% | 3% | 38% | -12%
CCN(CC)c1ccc(/C=C/c2cc(-c3ccccc3)c3ccccc3n2)cc1 | ? | + | 23* | -4% | 12 | 708 | 14% | 97%* | -6% | -54% | ·
CCOc1cccc(-c2nnc3sc(-c4cccs4)nn23)c1 | 3% | i | 0.9 | -7% | · | · | 4% | 2.6% | 1% | 17% | -18% | NS5 inhibitors pilot replicate=-4.5
N#CC1(NC(=O)CN2CCN(S(=O)(=O)c3ccccc3F)CC2)CCCC1 | -11% | i | 0.4 | -7% | 12 | 761 | 17% | -1.0% | 2% | 23% | ·
COc1cc(/C=C(\C#N)C(=O)NCC2CCCO2)cc(OC)c1OC (centres undefined) | 0% | i | 0.5 | -5% | -4 | 683 | 11% | -1.2% | 1% | -4% | -0.7%
O=C(CSc1nnnn1C1CCCC1)N1CCCc2ccccc21 | -4% | i | 2.8 | -6% | -5 | 752 | 7% | -1.9% | 2% | -3% | -4.1%
COP(=O)(OC)c1nc(-c2cccc3ccccc23)oc1N1CCOCC1 | -9% | i | 0.7 | -21% | 5 | 615 | 5% | -2.0% | 12% | 31% | -9.9%
COc1ccc(CN2C[C@H](Cc3ccccc3)[C@@H](CC(=O)Nc3ccccc3)C2=O)cc1 | -7% | · | · | -6% | -12 | 778 | -36% | 0.6% | -2% | -11% | ·
CCc1ccc(C(=O)Cn2ccsc2=N)cc1 | -8% | i | 0.4 | -11% | -6 | 831 | -138% | -0.2% | 3% | 2% | ·
O=S(=O)(O)c1nnc2sc3ccccc3n12 | -10% | i | 0.6 | -8% | · | · | 4% | -4.2% | -4% | -2% | -9.8%
O=C1CCCc2[nH]nc(-c3cccnc3)c21 | -2% | i | 0.9 | -10% | -6 | 817 | 20% | -3.6% | 2% | 3% | -6.0% | NS5 inhibitors pilot replicate=-0.9
O=c1c2ccccc2nc(COc2ccccc2)n1/N=C/c1cn[nH]c1-c1ccccc1 | -4% | + | 1.8* | 6% | 0 | 594 | 7% | 0.1% | 18% | 5% | -18%
O=C(Cn1nnc2c(cnn2-c2ccc(F)cc2)c1=O)Nc1ccccc1C(F)(F)F | 0% | i | 0.0 | -8% | 9 | 679 | 19% | 1.9% | -1% | 17% | -2.9%

Next part; it opens with the 5 that closed the last part.
SMILES | NS5 inhibitors | Myeloid diff MLP | Myeloid diff MLP GFP+ MAC1+ % | LYP inhibition | Hep lipid drop | Hep lipid drop cells 6.5 µM | HEK293 NOD2/NF-kB | HIV fusion peptide | SIAH1 antagonists | AID2073 | XIAP antagonists | others
CCc1ccc(C(=O)Cn2ccsc2=N)cc1 | -8% | i | 0.4 | -11% | -6 | 831 | -138% | -0.2% | 3% | 2% | ·
O=S(=O)(O)c1nnc2sc3ccccc3n12 | -10% | i | 0.6 | -8% | · | · | 4% | -4.2% | -4% | -2% | -9.8%
O=C1CCCc2[nH]nc(-c3cccnc3)c21 | -2% | i | 0.9 | -10% | -6 | 817 | 20% | -3.6% | 2% | 3% | -6.0% | NS5 inhibitors pilot replicate=-0.9
O=c1c2ccccc2nc(COc2ccccc2)n1/N=C/c1cn[nH]c1-c1ccccc1 | -4% | + | 1.8* | 6% | 0 | 594 | 7% | 0.1% | 18% | 5% | -18%
O=C(Cn1nnc2c(cnn2-c2ccc(F)cc2)c1=O)Nc1ccccc1C(F)(F)F | 0% | i | 0.0 | -8% | 9 | 679 | 19% | 1.9% | -1% | 17% | -2.9%
Cc1[nH]c2ccccc2c1Cc1nnc(SCC(=O)NCc2ccco2)o1 | -7% | i | 6.1 | -3% | -10 | 680 | -8% | 2.1% | -6% | -2% | -4.2%
Cc1cccc(NC(=O)c2cc(NC(=O)c3ccco3)ccc2N2CCCCC2)c1 | 1% | i | 3.0 | 0% | -5 | 699 | 15% | -2.7% | 1% | 20% | -5.5%
CCCCOc1ccc(NC(=O)Nc2nnc(C)s2)cc1 | 2% | i | 0.3 | -6% | 0 | 819 | 21% | -0.6% | 3% | 4% | ·
CCCCSc1cnn(-c2ccccc2)c(=O)c1SCCCC | 0% | i | 2.8 | 2% | -21 | 732 | 2% | 2.0% | 1% | -4% | -22%
CN(C)C(CNC(=O)c1ccc(NC(=O)c2cccs2)cc1)c1ccccc1 (centres undefined) | -2% | i | 0.4 | -6% | -39 | 738 | 11% | 1.3% | 5% | 7% | ·
CCOc1cc(S(=O)(=O)n2ccc(C)n2)ccc1Br | -4% | i | 0.4 | 0% | 0 | 677 | 6% | 1.4% | -3% | -8% | -6.4%
CC(=O)Nc1nc(-c2ccc3ccccc3c2)cs1 | 7% | i | 0.4 | 0% | 8 | 840 | -126% | 4.0% | 2% | 17% | ·
CCOC(=O)C1(CC2CCCCO2)CCN(Cc2nccn2-c2cccc(C)c2)CC1 (centres undefined) | -6% | i | 0.7 | -4% | -28 | 687 | -5% | -2.0% | 2% | -5% | -5.2%
COCCNC(=O)CN1C(=O)COc2ccc(S(=O)(=O)N3CCCCCC3)cc21 | -1% | i | 1.9 | -8% | 0 | 686 | -8% | 0.2% | 1% | 6% | ·
NC(=O)C(c1ccc(Cl)cc1)c1ccc(Sc2ccccc2)nn1 (centres undefined) | -4% | i | 4.3 | -7% | · | · | 15% | 0.7% | -4% | -10% | -5.8%
O=C(Nc1cccc(NC(=O)c2ccco2)n1)c1ccco1 | 1% | i | 0.2 | -5% | -6 | 790 | -6% | -1.6% | -5% | 8% | ·
O=C(CCCCCN1C(=O)c2ccccc2C1=O)NC1CCCC1 | 0% | i | 1.4 | -10% | · | · | -6% | -0.5% | 1% | -5% | -1.1%
CC(=O)c1cccc(-n2nnnc2SCC(=O)NNC(=O)C(C)C)c1 | -9% | i | 0.6 | -6% | 7 | 681 | 23% | -0.9% | -7% | -2% | -13%
N#C/C(=C\c1cc2ccccc2nc1N1CCCCC1)C(N)=O | 27% | i | 0.6 | 0% | 6 | 586 | 8% | 0.2% | 2% | 32% | -3.2%
CCOC(=O)C1(CC2CCCCO2)CCN(C(=O)Nc2cccc(SC)c2)CC1 (centres undefined) | -9% | i | 0.3 | -6% | 36 | 738 | 11% | 2.6% | 4% | 5% | -1.7%
Cc1cccc(NS(=O)(=O)c2ccc3[nH]c(=O)cc(C(=O)O)c3c2)c1 | 4% | i | 0.2 | -5% | -1 | 750 | 19% | 2.1% | 9% | 2% | -2.5%
CCCOC1CCCN(C(=O)c2cc(COc3cncc(Cl)c3)on2)C1 (centres undefined) | 3% | i | 3.0 | -7% | -6 | 855 | -49% | -0.7% | -2% | 4% | ·
C=CCn1c(N)cc(=O)nc1SCC(=O)Nc1ccccc1C(N)=O | -3% | i | 0.5 | -7% | 5 | 642 | 2% | 0.1% | -6% | 0% | -7.2%
CCOc1ccc(CC(=O)N2CCN=C2SC)cc1 | -10% | i | 1.2 | -10% | 2 | 739 | 15% | -0.6% | 16% | 2% | -3.1%
CN(C)C(=S)SCC(=O)NC(=O)NC(C)(C)C | -8% | i | 0.2 | -4% | 1 | 719 | 4% | -1.0% | 6% | -6% | -0.8%
O=C(CCn1c(=O)sc2ccccc21)NCc1ccco1 | -3% | i | 0.5 | 0% | 36 | 698 | 7% | -1.4% | 3% | 21% | -7.2%
CN(CCn1ccnc1)Cc1cn(-c2ccccc2)nc1-c1ccc2c(c1)OCO2 | -8% | i | 0.2 | -9% | -3 | 726 | 1% | -1.2% | 0% | 8% | -4.4%
Cc1ccc2[nH]c(C)c(CCNC(=O)c3cc4cc([N+](=O)[O-])ccc4oc3=O)c2c1 | -4% | i | 0.5 | 2% | -6 | 595 | -14% | 14% | -2% | 31% | -3.9%
CCC(C)NC(=O)CCSCCC(=O)NC(C)CC (centres undefined) | -4% | i | 0.8 | -6% | -3 | 659 | -4% | -0.2% | 4% | -7% | -6.8%
CC(=O)Nc1ccc2nc(CN3CCN(Cc4ccc(F)cc4)C(CCO)C3)ccc2c1 (centres undefined) | -4% | i | 0.5 | -9% | 9 | 697 | -12% | 0.2% | -3% | 11% | -10%
CCOC(=O)CN1C(=O)c2ccccc2C1=O | -3% | i | 0.2 | -2% | -1 | 729 | -6% | 0.4% | -2% | -5% | -4.5%

High-throughput results from PubChem.

A portion of the library; the hit share may differ from the screen's.
